LDHA inh: qHTS assay for inhibitors of human lactate dehydrogenase; purified LDHA, NADH/diaphorase-resazurin fluorescence; stronger effect = lower value; activity change, % (values are at about 110 or 230 µM); L-lactate dehydrogenase A chain (Homo sapiens), P00338; 480,000 tested, 0.15% active; in the data active = activity change below about -30%; inconclusive = mostly about -25% to -30%;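 note: plate controls were DMSO wells for no effect and wells without enzyme for full effect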
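Enzyme activity of human lactate dehydrogenase 5 (2 nM; 0.06 mM NADH, 0.2 mM pyruvate, 5 min, RT) is measured via a resazurin/diaphorase fluorescence readout of residual NADH.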
TrxR1 substrate: qHTS Assay for Substrates of Mammalian Selenoprotein Thioredoxin Reductase 1 (TrxR1): qHTS; Thioredoxin reductase 1, cytoplasmic (Rattus norvegicus), O89049; purified TrxR1 substrate turnover, NADPH consumption readout; Potency, µM (series often up to 114 µM), inactives show top-dose activity change, negative = substrate turnover; 390,000 tested, 0.01% active; AID 588456, 2011; note: potency is the fitted concentration of half-maximal effect; % is set by controls: 0 for no effect and ±100 for the full control effect; nearly all actives have a fitted effect of over 50% in size
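Rat TrxR1, dispensed at 90 nM, was prereduced with 400 uM NADPH (final) for 5 min at ~22 deg C, then incubated with compound 15 min before 400 uM selenite. A first-read NADPH fluorescence drop versus no-compound background flagged substrates.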
mIDH1 inhibitor: qHTS for Inhibitors of mutant isocitrate dehydrogenase 1 (IDH1): qHTS | IDH1-R132H enzyme, NADPH consumption, diaphorase/resazurin fluorescence | AID 602179, 2012 | 390,000 tested, 0.093% active | Potency, µM (top dose mostly 76.6 µM), without a hit: at the top dose activity change, negative = inhibition, actives largely listed as inhibitors | Isocitrate dehydrogenase [NADP] cytoplasmic (Homo sapiens), O75874; note: potency is the fitted concentration of half-maximal effect; % is set by controls: 0 for no effect and ±100 for the full control effect; nearly all actives have a fitted effect of over 65% in size
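IDH1-R132H (0.5 ug/mL dispensed) in pH 7.5 Tris buffer was preincubated 30 min with compound, then given a substrate mix of 0.016 mM NADPH and 2 mM alpha-KG for 80 min at room temperature; remaining NADPH was read by diaphorase/resazurin fluorescence.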
Vif-APOBEC3F blk: qHTS for Inhibitors of Vif-A3F Interactions: qHTS; AID 602313, 2012; 390,000 tested, 0.2% active; Potency, µM (doses to about 46.1 µM), inactives show at the highest dose activity, negative = active; HeLa A3F-eYFP + Vif (tagged APOBEC3F with the HIV-1 protein that degrades it), YFP fluorescence increase; note: potency is the fitted concentration of half-maximal effect; % of control where 0% means no effect; nearly all actives have a fitted effect of over 65% in size
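Fluorescence increase (Ex 488/Em 500-530) after overnight compound treatment at 37 deg C flags inhibition of Vif-driven A3F-eYFP loss in stable HeLa A3F-eYFP/Vif cells seeded overnight beforehand.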
USP1 inh: Inhibitors of USP1/UAF1: Primary Screen | Potency, µM (highest dose often 57.1 µM), inactives show top-dose activity change, negative = inhibition, hits mostly inhibitors | AID 743255, 2014 | recombinant USP1/UAF1, Ub-Rhodamine cleavage fluorescence | 390,000 tested, 0.23% active | Ubiquitin carboxyl-terminal hydrolase 1 (Homo sapiens), O94782; note: potency is the fitted concentration of half-maximal effect; % is set by controls: 0 for no effect and ±100 for the full control effect; nearly all actives have a fitted effect of over 60% in size; inactives centre near -12
Target sequence (O94782 whole entry, looked up): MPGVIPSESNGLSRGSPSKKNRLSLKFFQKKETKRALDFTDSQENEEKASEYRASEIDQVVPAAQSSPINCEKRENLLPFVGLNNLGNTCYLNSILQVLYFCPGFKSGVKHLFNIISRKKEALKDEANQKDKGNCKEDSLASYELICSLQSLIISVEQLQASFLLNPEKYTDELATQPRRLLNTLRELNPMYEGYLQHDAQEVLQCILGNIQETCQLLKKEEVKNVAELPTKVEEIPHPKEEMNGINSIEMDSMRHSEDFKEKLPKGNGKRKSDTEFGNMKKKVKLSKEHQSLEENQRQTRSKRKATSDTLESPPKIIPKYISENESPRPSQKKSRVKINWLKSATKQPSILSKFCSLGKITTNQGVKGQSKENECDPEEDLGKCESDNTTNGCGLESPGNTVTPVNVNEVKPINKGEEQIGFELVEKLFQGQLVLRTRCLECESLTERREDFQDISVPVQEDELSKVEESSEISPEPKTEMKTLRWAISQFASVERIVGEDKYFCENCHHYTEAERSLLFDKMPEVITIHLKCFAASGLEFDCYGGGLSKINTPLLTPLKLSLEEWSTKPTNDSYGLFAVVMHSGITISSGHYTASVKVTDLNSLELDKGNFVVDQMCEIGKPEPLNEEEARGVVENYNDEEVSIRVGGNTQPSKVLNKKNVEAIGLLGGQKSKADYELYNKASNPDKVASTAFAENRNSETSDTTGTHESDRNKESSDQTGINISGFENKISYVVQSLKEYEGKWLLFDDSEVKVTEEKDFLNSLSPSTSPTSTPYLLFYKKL
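High-throughput fluorogenic screen: 1nM USP1/UAF1 complex, Ub-Rho substrate 150nM final, 50mM HEPES pH 7.8 with 0.5mM EDTA, 0.1 mg/ml BSA, 1mM TCEP and 0.01% Tween-20.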
RGS4 inhibitor: Inhibitors of Regulator of G Protein Signaling (RGS) 4: qHTS; Regulator of G-protein signaling 4 (Homo sapiens), P49798; Transcreener GDP fluorescence polarization, RGS4-accelerated GTP hydrolysis; Potency, µM (highest dose often 114 µM), for the others: at the highest dose activity change, negative = inhibition, most hits filed as inhibitors; 390,000 tested, 0.039% active; AID 504845, 2011; note: potency is the fitted concentration of half-maximal effect; % is set by controls: 0 for no effect and ±100 for the full control effect; nearly all actives have a fitted effect of over 75% in size; some results filed as inactive show a strong effect at the top dose
Target sequence (P49798 whole entry, looked up): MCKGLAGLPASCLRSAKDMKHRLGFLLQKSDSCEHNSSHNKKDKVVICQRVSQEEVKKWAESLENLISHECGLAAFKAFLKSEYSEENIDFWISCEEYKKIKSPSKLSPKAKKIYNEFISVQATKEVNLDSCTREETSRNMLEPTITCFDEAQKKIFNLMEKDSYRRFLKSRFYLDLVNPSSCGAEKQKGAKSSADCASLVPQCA
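MLSMR compounds (23 nl, pin-transferred) preincubated 10 min at room temperature with a 500nM (2x) first reagent, then RGS4 at 900nM (2x) plus Transcreener GDP mix added; fluorescence polarization (620/688 nm) read before and after 90 min at 30 °C.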
Glioma ERSR ind: qHTS for Inducers of the Endoplasmic Reticulum Stress Response (ERSR) in Human Glioma: qHTS. U87-MG GRP78 promoter luciferase reporter, 16 h. Potency, µM, for inactives: at the top dose activation, most hits filed as activators. 420,000 tested, 0.02% active; note: potency is the fitted concentration of half-maximal effect; series mostly up to about 76 µM; % of control where 0% means no effect; nearly all actives have a fitted effect of over 35% in size
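Stably transfected U87-MG glioma cells carrying a GRP78-based luciferase sensor; 16 h compound incubation. Luminescence end-point read 10 min after Bright-Glo addition at room temperature.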
Vif-A3G inh: qHTS for Inhibitors of Vif-A3G Interactions: qHTS. DNA dC->dU-editing enzyme APOBEC-3G (Homo sapiens), Q9HC16. HeLa A3G-eYFP + Vif (tagged APOBEC3G with the HIV-1 protein that degrades it), YFP fluorescence, overnight. Potency, µM (titrated, usually from 46.1 µM), for inactives: top-dose activity, negative = active, usual class: inhibitors. 410,000 tested, 0.076% active. AID 602310, 2012;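 note: potency is the fitted concentration of half-maximal effect; % is set by controls: 0 for no effect and ±100 for the full control effect; nearly all actives have a fitted effect of over 60% in size; hits raise eYFP signal because A3G escapes Vif-driven loss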
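HeLa cells stably expressing Vif and C-terminally eYFP-tagged A3G, seeded overnight at 37 deg C, then exposed to compound by pintool overnight at 37 deg C. Rise in yellow fluorescence (Ex 488/Em 500-530, Acumen) marks blocked Vif-driven A3G degradation.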
rTrxR1 inhibitor: qHTS Assay for Inhibitors of Mammalian Selenoprotein Thioredoxin Reductase 1 (TrxR1): qHTS; Thioredoxin reductase 1, cytoplasmic (Rattus norvegicus), O89049; recombinant rTrxR1, NADPH fluorescence consumption, selenite substrate; 390,000 tested, 1% active; Potency, µM (series often up to 114 µM), without a hit: at the top dose activity change, negative = inhibition, usual class: inhibitors; note: potency is the fitted concentration of half-maximal effect; % is set by controls: 0 for no effect and ±100 for the full control effect; nearly all actives have a fitted effect of over 65% in size
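Rat TrxR1 (90 nM in the dispensed reagent) was pre-reduced with 400 uM NADPH for 5 min at room temperature, then incubated with compound for 15 min. After 400 uM selenite was added, NADPH fluorescence (Ex 340/Em 450 nm) was followed for 8 min.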
* hit, by the source's call; ? = inconclusive; / = no result given; & = joins results of further samples; [ ] = remark or other dose. Unless noted, calls come from the whole dose curve; as a rule, active = well fitted curve in the direction sought with a large enough effect; inconclusive = small, poorly fitted or top-dose-only effect, or another doubt; inactive = no such curve, though single readings can be large; an effect the other way counts as inactive or inconclusive. Not all compounds are listed; the hit share may differ from the screen's.

SMILES	LDHA inh	TrxR1 substrate	mIDH1 inhibitor	Vif-APOBEC3F blk	USP1 inh	RGS4 inhibitor	Glioma ERSR ind	Vif-A3G inh	rTrxR1 inhibitor
CC1Cc2ccccc2N1C(=S)NC(=O)c1ccco1 (stereo not drawn)	-8	-4%[57.1 µM]	3%	-3%	1%	-33%	-5%	0%	-36%
CC1CCN(c2ccc(C(=O)Nc3nnc(C4CC4)s3)cc2[N+](=O)[O-])CC1	-1	-8%	-5%	-1%	-8%	15%	2%	-11%	-18%
CC(=O)N1CCOc2ccc(S(=O)(=O)N3CCC(C(=O)NCc4ccccc4)CC3)cc21	-4	-6%	10%	6%	-17%	-23%	-5%	5%	1%
COC(=O)CN(c1nc(C)cc(OC)n1)S(=O)(=O)c1ccccc1	-2	-2%	4%	-5%	-15%	-5%	-5%	-3%	3%
CCCCS(=O)(=O)Nc1ccc(C)cn1	24	121%[activator]	17%	12%	-24%	?	-1%	0%	-14%
O=C(NCCc1nnc2ccc(NCc3cccnc3)nn12)c1ccccc1F	-7	1%	-3%	-11%	-25%	7%	5%	-1%	3%
OCCNc1nc(Nc2ccccc2C(F)(F)F)nc(N2CCCC2)n1	8	0%	/	0%	/	-11%	-3%	-2%	15%
COc1ccc(CNC(=S)Nc2cccc(Cl)c2)cc1	-3	-6%	2%	0%	-13%	-9%	1%	0%	-7%
Cc1ccc(-c2cc(C(=O)N/N=C/c3ccccc3)n[nH]2)o1	-4	-8%	-10%	11%	5%	-14%	2%	2%	-4%
O=c1[nH]cccc1-c1nc2ccccc2n1Cc1cccc(Cl)c1	-1	238%[activator]	10%	-13%	-9%	10%	-1%	1%	50%[activator]
COc1ccc(NC(=O)c2cc(Cl)ccc2Cl)c([N+](=O)[O-])c1	-6	-4%	1%	-8%	-9%	-28%	-6%	-1%	-4%
OCc1ncccc1O	1	6%	-4%	-1%	-16%	18%	-2%	-4%	32%
N/C(=N\OC(=O)c1cccc(Br)c1)c1ccc(Br)cc1	-4	-9%	2%	0%	-6%	8%	1%	1%	-2%
Cc1ccc(-c2nc(NC(=O)CSc3ccc4ccccc4n3)ns2)cc1	-7&1	2%	-3%&12%	-2%&-12%	?	7%&-12%	-1%&-6%	5%&1%	22%
COc1cc(NC(=O)c2sc3nc(C)nc(N4CCOCC4)c3c2C)cc(OC)c1OC	-2	-4%	-3%	-5%	-13%	16%	5%	?	-13%
Cc1cc(SCC(=O)Nc2ccccc2)nc(C)n1	-3	2%	12%	0%	-4%	-14%	-5%	-2%	-1%
CC(=O)NC1(C(F)(F)F)NC(=O)N(CC(C)C)C1=O (stereo not drawn)	0	-4%	4%	-9%	-21%	12%	-1%	-7%	4%
Cc1cc2nc(-c3cc(N4CCOCC4)ccc3[N+](=O)[O-])ccn2n1	0	-2%[57.1 µM]	-2%	10%	-7%	-14%	-2%	0%	18%[57.1 µM]
CCN(C(=O)CSc1nnc(-c2ccccc2)n1C)C1CCS(=O)(=O)C1 (stereo not drawn)	-7	-6%	-3%	0%	-17%	-21%	4%	1%	-13%
Cc1ccc2nc(-c3ccccn3)c(NC3CCCC3)n2c1	4	2%[57.1 µM]	9%	7.9µM*	-21%	2%	-3%	0%	10%[57.1 µM]
CC1CCCCN1C(=O)COc1ccccc1F (stereo not drawn)	-2	6%	0%	?	5%	?	3%	0%	9%[57.1 µM]
CCN(CC)C(=O)C1CCCN(Cc2cccc(F)c2)C1 (stereo not drawn)	-16	7%[57.1 µM]	5%	-8%	-5%	-11%	0%	2%	12%
COc1ccc(S(=O)(=O)NCCC(=O)Nc2ccc(C)cc2)cc1	-1	10%[57.1 µM]	0%	-7%	-4%	-6%	-1%	-3%	-9%
CC(=O)c1cccc(OCC(O)CN2CCN(C(=O)c3ccco3)CC2)c1 (stereo not drawn)	-4	4%[57.1 µM]	8%	-7%	-18%	-13%	-3%	-5%	1%[57.1 µM]
O=c1cc(O)nc(SCc2ccccc2)n1-c1ccccc1	-4&2	9%[57.1 µM]	0%&4%	-6%&-19%	-15%&-18%	-22%&-14%	-4%&-2%	1%&3%	-5%&-18%
Cc1cc(CN(C)C(=O)C2CCC(=O)N(CCc3ccccc3)C2)n[nH]1 (stereo not drawn)	1	-1%	8%	-3%	-11%	-26%	-4%	1%	-3%
Cc1cc(NS(=O)(=O)c2ccc(NC(=S)NC(=O)c3ccc(F)cc3Cl)cc2)no1	-3	1%[57.1 µM]	-4%	-3%	-19%	-24%	-2%	-3%	-19%[57.1 µM]
CCOC(=O)Cc1csc(NC(=O)Nc2cccc(OC)c2)n1	2	3%[57.1 µM]	4%	5%	-18%	6%	-1%	9%	15%[57.1 µM]
COc1ccc(CCn2c(C3CCCCC3)nc3c(c(=O)c4ccccc4n3C)c2=O)cc1	-1	-3%	?	-12%	-20%	-13%	-3%	?	22%
CCc1ccc(Nc2ncccc2C#N)cc1	-6	-13%	6%	7%	-15%	-5%	9%	-9%	-17%

Pulled one by one from the entries so far:
SMILES	LDHA inh	TrxR1 substrate	mIDH1 inhibitor	Vif-APOBEC3F blk	USP1 inh	RGS4 inhibitor	Glioma ERSR ind	Vif-A3G inh	rTrxR1 inhibitor
Cc1cc2nc(-c3cc(N4CCOCC4)ccc3[N+](=O)[O-])ccn2n1	0	-2%[57.1 µM]	-2%	10%	-7%	-14%	-2%	0%	18%[57.1 µM]
COc1ccc(S(=O)(=O)NCCC(=O)Nc2ccc(C)cc2)cc1	-1	10%[57.1 µM]	0%	-7%	-4%	-6%	-1%	-3%	-9%
Cc1ccc2nc(-c3ccccn3)c(NC3CCCC3)n2c1	4	2%[57.1 µM]	9%	7.9µM*	-21%	2%	-3%	0%	10%[57.1 µM]
CC(=O)c1cccc(OCC(O)CN2CCN(C(=O)c3ccco3)CC2)c1 (stereo not drawn)	-4	4%[57.1 µM]	8%	-7%	-18%	-13%	-3%	-5%	1%[57.1 µM]

The main list resumes, starting 2 compounds before the break.
SMILES	LDHA inh	TrxR1 substrate	mIDH1 inhibitor	Vif-APOBEC3F blk	USP1 inh	RGS4 inhibitor	Glioma ERSR ind	Vif-A3G inh	rTrxR1 inhibitor
COc1ccc(CCn2c(C3CCCCC3)nc3c(c(=O)c4ccccc4n3C)c2=O)cc1	-1	-3%	?	-12%	-20%	-13%	-3%	?	22%
CCc1ccc(Nc2ncccc2C#N)cc1	-6	-13%	6%	7%	-15%	-5%	9%	-9%	-17%
COc1ccc(CCNC(=O)C(C)n2nc(C)n3c(cc4occc43)c2=O)cc1OC (stereo not drawn)	-3	22%	1%	3%	-21%	14%	-4%	-6%	8%
COc1cc(-c2nnc3sc(-c4cccs4)nn23)cc(OC)c1OC	-12	-3%	-2%	-11%	-15%	-31%	1%	-1%	-7%
CCN1C(=O)c2cccc3c(Cl)ccc(c23)C1=O	-9	12%[57.1 µM]	0%	4%	0%	1%	-6%	0%	9%[57.1 µM]
CCOC(=O)c1c(C)nc2cc(C)cc(C)n12	-1	-3%	17%	4%	6%	-8%	4%	1%	-12%[57.1 µM]
COc1ccc(NC(=O)CCNS(=O)(=O)c2cccc3nonc23)c(OC)c1	2&-2	-3%	4%&0%	-5%&-2%	3%&-18%	-5%&-2%	-4%&-4%	-5%&-2%	18%[0.457 µM]
CCCCn1c(N)c(N(CC(C)C)C(=O)c2cccc(S(=O)(=O)N3CCCCCC3)c2)c(=O)[nH]c1=O	0	-3%	-14%	-5%	-2%	27%	-2%	1%	14%
COc1ccc(CC2(C)OC(c3ccc(Cl)cc3)=NN2C(C)=O)cc1 (stereo not drawn)	-5	39%[activator][57.1 µM]	15%	-3%	-4%	13%	-4%	-2%	6%[57.1 µM]
O=C(Nc1nnc(C2CC2)s1)C1CCCCC1	-18	3%	-9%	-1%	-13%	21%	2%	1%	29%
Cc1c(N=Cc2ccc(Br)s2)cccc1[N+](=O)[O-]	-3	-1%	6%	-11%	-1%	-14%	-4%	1%	8%
CCN(c1ccccc1)S(=O)(=O)c1ccc(Cl)c(NC(=O)COC(=O)c2ccc(Cl)c(N)c2)c1	-3	21%	-1%	-6%	-13%	-3%	-2%	-6%	-1%

Screening results: PubChem BioAssay, National Center for Advancing Translational Sciences (NCATS)
